# DAGLB inhibitor: blocks human DAGLB lipase activity. HEK293T DAGLB membrane lysate, EnzChek fluorogenic substrate. Q8NCG7. inhibition, % at 5.17 µM. 0.059% of 340,000 active; in the data active means inhibition above about 34%;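 further: 0% = enzyme with vehicle and 100% = wells lacking enzyme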
# phage Ecoli inh: E. coli growth loss with phage present; inhibition, % at 11.9 µM; 0.26% of 360,000 active; growth absorbance; in the data active means inhibition above about 11%
# E coli growth: counter-screen for AddAB inhibitors: E. coli growth inhibition | E. coli V3065 growth, OD600 absorbance, 18 h | 0.27% of 330,000 active | inhibition, % at 11.9 µM | AID 449728;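 active means inhibition above the campaign's mean inhibition across all tested compounds plus 3 SD, cut at about 9.9% in these data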;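 further: uninfected addAB+ strain grown without phage in ampicillin broth; 0% = DMSO wells and 100% = ciprofloxacin 0.95 µg/ml wells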
# HTR5A inv ctr: HTR5A inverse agonism, opioid heterodimer counter-screen | P47898 | HTR5A cell line, luminescence | inhibition, % at 9.3 µM | 0.083% of 340,000 active; in the data active means inhibition mostly above about 23%, no sharp cut-off; inactive means mostly below about 18%;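 further: 0% = cells with DMSO and 100% = no-cell wells with DMSO; some compounds called inactive have numbers as strong as hits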
# HTR5A ag: activates human HTR5A in OPRM1-OPRD1 agonist counter-screen; HTR5A agonist assay, luminescence, cell-based; activation, % at 9.3 µM; 0.61% of 340,000 active; AID 504692; in the data active means activation mostly above about 9.5%, no sharp cut-off; inactive means mostly below about 7.6%;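 further: 0% = cells with vehicle only and 100% = reference agonist; strong numbers were not always called active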
# PKA-R1A activ: PKA-R1A complex activation | PKA-R1A dissociation, Cy5-IP20 fluorescence polarization; scaled: DMSO 0%, 113 µM cGMP 100% | AID 504707 | 0.083% of 340,000 active | activation, % at 11.4 µM | P00514+P68181;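 active means percent activation above the mean of all tested compounds plus 3 SD, cut at about 19% in these data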;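 further: higher means more PKAc released from R1A so a rise in polarization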
# Mot1-301 SUMO: inhibitors of SUMOylation pathway: yeast Mot1-301 growth rescue | S. cerevisiae Mot1-301 growth rescue, ATP luminescence, 38.5C; percent above DMSO median, 100 means doubled | growth rescue, % at 18.8 µM | 1% of 320,000 active;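 active means every valid replicate shows activation above 250% relative to neutral control wells; inactive means the rest, any valid replicate at or below 250%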;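 further: OY570 slx delta 5 strain wells were the positive control but not used for scaling; some compounds called inactive have numbers as strong as hits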
# AddAB inh: less growth of phage-infected E. coli with AddAB. inhibition, % at 11.9 µM. 0.29% of 330,000 active. E. coli expressing H. pylori AddAB, absorbance growth; in the data active means inhibition above about 12%;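 further: 0% = vehicle wells of infected cells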
# PKA-R2B act: activates the human PKA-R2B holoenzyme complex; 0.079% of 340,000 active; activation, % at 11.4 µM; AID 504700; PKA-R2B holoenzyme dissociation, Cy5-IP20 fluorescence polarization; R2B truncated from residue 108, S112A mutant; 0% DMSO only, 100% 113 µM cGMP;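 active means activation above a cutoff set at the mean over all compounds plus 3 SD, cut at about 18% in these data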;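 further: higher means more holoenzyme dissociation and a rise in polarization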
# Target sequence (P31323 whole entry, looked up, other chains not shown, the tested form may be a part): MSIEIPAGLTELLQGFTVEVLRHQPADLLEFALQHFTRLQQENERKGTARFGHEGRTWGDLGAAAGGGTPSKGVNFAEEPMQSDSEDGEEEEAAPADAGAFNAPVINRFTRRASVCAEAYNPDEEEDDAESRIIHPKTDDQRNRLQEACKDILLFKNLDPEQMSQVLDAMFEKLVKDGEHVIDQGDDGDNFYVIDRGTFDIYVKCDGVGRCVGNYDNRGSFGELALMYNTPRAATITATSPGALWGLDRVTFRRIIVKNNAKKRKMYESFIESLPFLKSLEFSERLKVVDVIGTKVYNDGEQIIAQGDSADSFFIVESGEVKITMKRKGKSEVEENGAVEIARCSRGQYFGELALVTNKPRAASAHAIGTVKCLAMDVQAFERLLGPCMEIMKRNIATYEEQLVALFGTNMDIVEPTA
# CDK5 inh: inhibitors of human CDK5/p35 kinase | Recombinant CDK5/p35, ADP-Glo luminescence, 60 min | 0.01% of 330,000 active | inhibition, % at 10 µM;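 active means highest replicate inhibition of at least 50% and at least 75% of replicates reaching 50%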;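 further: plate controls were DMSO neutral control for no effect and GW8510 at 10 µM for full effect; many of its hits are not listed in these tables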
# Target sequence (Q00535 whole entry, looked up): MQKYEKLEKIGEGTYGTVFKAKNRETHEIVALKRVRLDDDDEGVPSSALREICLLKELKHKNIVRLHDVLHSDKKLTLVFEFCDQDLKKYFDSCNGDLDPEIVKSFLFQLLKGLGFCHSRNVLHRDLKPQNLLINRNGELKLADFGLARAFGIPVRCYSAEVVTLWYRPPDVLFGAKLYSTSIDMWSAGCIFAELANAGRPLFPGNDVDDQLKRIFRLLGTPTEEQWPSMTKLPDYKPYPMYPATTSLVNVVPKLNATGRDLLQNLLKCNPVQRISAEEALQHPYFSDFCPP
# Target sequence (Q15078 whole entry, looked up): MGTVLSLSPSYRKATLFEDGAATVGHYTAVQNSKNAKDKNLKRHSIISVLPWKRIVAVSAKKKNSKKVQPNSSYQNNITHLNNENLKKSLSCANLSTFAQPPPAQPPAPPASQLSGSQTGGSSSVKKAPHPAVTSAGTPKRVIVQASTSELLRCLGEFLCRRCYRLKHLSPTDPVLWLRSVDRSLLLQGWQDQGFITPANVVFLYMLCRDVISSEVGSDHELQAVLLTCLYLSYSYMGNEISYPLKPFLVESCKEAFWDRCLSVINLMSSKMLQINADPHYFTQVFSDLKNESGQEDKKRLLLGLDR
# Tat export inh: E. coli Tat transport inhibition. E. coli MC4100 TorA-mCherry Tat export, fluorescence. inhibition, % at 10 µM. 0.036% of 340,000 active;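 active means mean replicate inhibition at least 50% and at least half of replicates individually reaching 50%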;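 further: exported cargo escapes ClpAP degradation while cytoplasmic cargo is degraded and loses fluorescence; 0% = median of neutral control wells and 100% = median of NaSCN control wells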
# * marks the source's active call; other numbers are inactive results; . = not tested or not shown. Compounds as they come. About 2.3% of those tested had a hit in this group.
SMILES,DAGLB inhibitor,phage Ecoli inh,E coli growth,HTR5A inv ctr,HTR5A ag,PKA-R1A activ,Mot1-301 SUMO,AddAB inh,PKA-R2B act,CDK5 inh,Tat export inh
C=CCC1(O)CC(c2ccco2)NC(c2ccco2)C1CCC (stereo unspecified),1,0.6,2.2,-15,5,-4,8,-0.2,3,-0.8,-8
Cc1ccnc(NC(=O)CSc2cc(=O)n(C)c3ccccc23)c1,3,3.9,-0.1,-3,-2,-6,.,1.8,-3,1.6,-6
CCOc1cc2c3c(c1)C1(OCCO1)C(=O)N3C(C)(C)CC2C (stereo unspecified),-4,1.4,-0.8,9,-4,-14,-13,4.7,-9,-1.0,-2
COc1ccc(N2CC(C(=O)OCC(=O)c3cccc(OC)c3)CC2=O)cc1 (stereo unspecified),1,3.1,-2.9,4,-1,-9,0,-3.1,-7,-3.7,2
CCOC(=O)c1ccc(N2CC(O)=C(c3nc4ccccc4c(=O)[nH]3)C2=N)cc1,-4,3.0,-2.0,-17,6,-4,.,3.2,1,1.4,-4
COc1ccc(C(c2nnnn2Cc2ccc(F)cc2)N2CCN(c3ccccc3)CC2)cc1 (stereo unspecified),-6,1.8,2.6,-7,0,4,8,3.8,0,1.5,7
NC(=O)CC(NC(=O)Cc1cccc2ccccc12)c1ccc(NCCc2ccccc2F)c([N+](=O)[O-])c1 (stereo unspecified),7,3.2,-0.8,-38,13,-5,0,-0.2,4,1.1,-3
CCOc1ccccc1NC(=O)Nc1c(C)n(-c2ccccc2)c(=O)n1C,0,2.4,1.0,-16,0,1,-17,0.7,-2,0.8,9
CCCC(=O)NC(C)c1nc2ccccc2n1CC (stereo unspecified),-2,2.4,-1.1,-2,-1,-12,-7,-1.0,8,-1.3,-7
CC(C)c1ccc(-c2nn(-c3ccccc3)cc2C2C(C#N)=C(N)OC3=C2C(=O)CC(C)(C)C3)cc1 (stereo unspecified),-1,3.4,1.0,-3,1,-16,-3,3.6,-19,1.3,6
CCC(C)(C)NC(=O)C(c1ccccn1)N(C(=O)c1csnn1)C1CCCCC1 (stereo unspecified),-2,3.8,0.1,-5,2,-1,207,3.2,5,-1.7,5
Cc1csc(SCC(=O)NCc2ccccc2)n1,1,1.3,-1.7,35,-2,-3,13,1.7,-1,-3.5,6
Cc1ccc(S(=O)(=O)N(C)Cc2ccc(C(=O)N/N=C/c3ccc(OC(F)F)cc3OC(F)F)cc2)cc1,-11,0.0,1.1,6,-2,-7,64,1.3,5,-0.5,1
CC(Sc1ccc2nnc(-c3ccc(F)cc3)n2n1)C(=O)O (stereo unspecified),1,1.3,0.6,6,-2,-7,0,0.2,-5,0.1,1
O=c1c2ccccc2nc2n1C(CSCc1ccc(Cl)cc1Cl)CS2 (stereo unspecified),-9,0.6,-2.6,-11,5,-15,23,2.1,-6,0.7,-8
CC(C)c1cc(C(=O)N2CCN(C(c3ccccc3)c3ccccc3)CC2)no1,-13,-0.1,2.6,-32,5,-7,-7,4.5,6,0.5,10
Nc1nnc(SCc2nc3scc(-c4ccccc4)c3c(=O)[nH]2)s1,3,-0.5,3.6,32,-4,-6,201,1.3,-8,-7.8,4
COc1ccc(-c2nn(-c3ccccc3C)cc2CNCCc2cnc[nH]2)cc1F,0,3.6,-0.5,10,-3,5,10,1.7,6,-1.8,5
Cc1ccc(NC(=O)Cn2ncc3c([nH]c4ccccc43)c2=O)cc1Cl,3,3.4,-2.2,12,1,-1,-7,3.4,3,0.2,16
CCn1cc(CN2CCc3c([nH]c4ccccc34)C2c2cccc(OC)c2OC)c(C)n1 (stereo unspecified),-1,3.9,0.3,13,3,3,-19,2.5,-5,-1.8,-3
CCn1nc(NS(=O)(=O)c2ccc([N+](=O)[O-])cc2)c2cc3ccc(C)cc3nc21,14,0.1,-1.0,7,-2,-6,-6,0.3,-3,-1.5,2
O=C(NC(Cc1ccccc1)C(=O)N1CCN(S(=O)(=O)c2ccccc2)CC1)c1ccccc1 (stereo unspecified),3,2.7,-3.4,7,-1,-1,-11,2.9,-1,0.2,-5
COc1cccc(CN2CCNC(=O)C2CC(=O)N(C)Cc2nc(C)cs2)c1OC (stereo unspecified),2,0.1,.,8,-3,0,-13,.,-3,-0.8,-5
Cc1ccc(/C=C2\C(=O)Nc3ccccc32)o1,0,17*,19*,13,0,-4,55,62*,-10,1.0,3
COc1ccc(CCNC(=O)CCCC(=O)n2nc(C)c3ccccc32)cc1OC,0,5.1,0.2,-17,1,-4,82,2.9,-8,-1.9,-2
Cc1cc(C)cc(NC(=O)CCN2CCOCC2)c1,-1,0.0,2.2,-4,1,-3,-2,5.5,-2,0.9,3
COc1ccc(CNCc2cccn2C)cc1,1,0.8,0.1,-14,4,11,5,2.1,-1,1.5,-1
O=C(Nc1ccc(Br)cc1)c1cccc(S(=O)(=O)Nc2cnc3ccccc3c2)c1,1,5.1,0.3,-8,3,3,13,1.3,-9,0.1,-6
COc1ccc(NC(=O)C(NC(C)=O)C(=O)NCc2ccc(F)cc2)cc1 (stereo unspecified),-2,0.0,-2.5,10,-1,0,-2,4.4,-7,-0.4,-3
Cc1nc2c(C)cccn2c1/C(O)=C1\C(=O)C(=O)N(CCN2CCOCC2)C1c1cccs1 (stereo unspecified),-2,0.8,-1.8,-2,1,-2,-1,-0.1,5,-0.7,-5
N#C/C(=C\c1ccc(-c2ccccc2)o1)C(=O)Nn1cnnc1,-2,1.6,-0.6,-11,4,5,-8,0.5,3,-3.8,5
Cc1ccc(C(=O)CSc2nnc(C(C)C)n2C)cc1C,2,3.4,-1.7,-11,4,-2,-23,1.5,3,1.7,1
CC1CNC(=S)N(c2ccc(F)cc2)C1=O (stereo unspecified),1,2.4,.,10,-3,0,.,.,-7,0.1,2
CC(C)N=C(NC#N)SCc1ccccc1F,0,2.1,0.6,5,-2,1,-3,0.8,-2,1.6,-8
O=C(CCNC(=O)Cn1ccc2ccccc2c1=O)NCCC1=CCCCC1,-2,1.1,-0.8,-21,-3,0,582,2.4,-5,0.0,0
O=C(NCc1ccc2c(c1)OCO2)c1c(Cl)cccc1Cl,-2,3.5,-0.6,-3,1,15,16,-2.0,8,-0.5,-2
O=C(c1ccccc1)C1C(c2ccccc2)C1[N+](=O)[O-] (stereo unspecified),-1,2.5,0.4,-8,3,-12,51,0.7,-12,0.4,5
COc1cc2c3c([nH]c2cc1F)C(=O)NCC3,-5,0.6,-1.4,-14,4,0,7,1.1,-8,-0.1,0
COc1ccc(C2=NN(CC(=O)Nc3cc(C)ccc3C)C(=O)CC2)cc1,6,-1.9,-2.5,18,-5,-11,-1,1.0,0,1.4,-3
CC(=O)CSc1nc(C(F)(F)F)cc(=O)n1-c1ccccc1,-3,0.6,-1.2,-27,11,10,-14,0.5,3,1.7,-3
C#CCNC(=O)C1=C[C@@H](c2ccc3c(c2)OCO3)[C@H](CCCO)[C@@H](OCC)O1,3,0.9,-1.7,20,11*,-13,339,3.9,-4,-1.9,6
O=C(c1cc(-c2cccc(O)c2)on1)N1CCCCC1,1,-1.2,-1.2,-11,4,1,118,-3.0,1,-0.5,0
CCc1ccc(NC(=S)N2CCN(c3cccc(C(F)(F)F)c3)CC2)cc1,-4,4.7,0.0,-8,3,-9,52,0.0,-3,-0.5,6
COc1ccccc1CNC(=O)CS(=O)(=O)c1ccccc1,0,2.0,-1.0,10,-4,0,-12,-0.1,3,1.4,-1
COc1ccc(C(C#N)N2CCC(c3ccccc3)=N2)cc1 (stereo unspecified),0,0.4,-2.8,0,0,1,44,-0.8,-3,1.0,1
Cc1ccc(-c2nn(-c3ccccc3)cc2CN(Cc2ccccc2)C(=O)c2ccco2)o1,-1,0.7,1.3,15,-1,-6,-20,0.5,-4,0.0,-6
C/C=C/c1ccc(OCCNCc2ccccc2)c(OC)c1,-2,3.3,-1.2,-27,7,-11,-1,-1.8,3,0.1,-8
CC1CCCCC1NS(=O)(=O)c1ccc2c(c1)CCC(=O)N2 (stereo unspecified),0,0.8,-0.5,-2,1,-1,-13,0.4,0,1.8,-3
Cc1[nH]c2ccc(C(=O)NCc3ccccn3)cc2c1C,0,1.4,0.1,-27,7,-4,-10,0.6,-6,.,1
CCc1cccc(CC)c1NC(=O)COC(=O)C1(C)CC1(Cl)Cl (stereo unspecified),-4,2.4,1.5,0,0,9,20,0.8,5,-0.3,-6
COc1cc(OC)cc(C(=O)NC(C(=O)NCCc2ccccn2)C(C)C)c1 (stereo unspecified),-1,2.3,-1.9,-14,5,0,13,-0.3,1,0.2,-7
OC1CCC(Nc2ncnc3sccc23)CC1 (stereo unspecified),2,0.8,0.4,-11,4,-1,-5,0.7,4,-1.6,5
O=C(O)CC/C(=N/NC(=O)CNC(=O)c1ccc2c(c1)OCCO2)c1ccccc1,-2,2.4,1.3,7,-2,-2,7,2.2,8,-0.5,-6
CNc1oc(C)nc1S(=O)(=O)c1ccccc1,-1,2.0,-1.6,-1,0,13,596,-0.6,-15,-1.0,-7
CCOC(=O)c1ccc(NC(=O)Cn2c(=O)oc3ccccc32)cc1,-1,1.9,0.5,-18,5,-1,3,0.1,2,0.0,9
O=C(COc1coc(CN2CCN(Cc3ccccc3)CC2)cc1=O)Nc1ccccc1,1,1.8,-0.7,-1,0,-2,-5,0.2,14,1.1,4
O=C(CSc1nc2ccccc2s1)NNC(=S)Nc1ccc(Cl)cc1,4,2.9,-2.8,15,-6,-8,-22,0.3,-2,0.2,-4
Cc1cccc(C)c1NC(=O)COC(=O)C1CC1,-1,0.3,0.5,-3,-3,-15,10,1.4,0,-1.2,1
O=C(NNC1=NS(=O)(=O)c2ccccc21)c1ccccc1,-2,0.6,-1.9,-25,1,-6,22,1.6,3,-0.5,1
COc1cc(-c2nnc3sc(Cc4ccccc4)nn23)cc(OC)c1OC,0,1.5,-1.8,-4,3,1,304,2.1,0,0.1,7
COc1ccc2cc(C3(C)NC(=O)N(CC(=O)Nc4c(C)n(C)n(-c5ccccc5)c4=O)C3=O)ccc2c1 (stereo unspecified),0,0.3,2.6,3,1,-4,119,5.2,-10,0.6,-1

# Laid out differently: results already given
> COc1cc(OC)cc(C(=O)NC(C(=O)NCCc2ccccn2)C(C)C)c1 (stereo unspecified)
  DAGLB inhibitor: -1 | phage Ecoli inh: 2.3 | E coli growth: -1.9 | HTR5A inv ctr: -14 | HTR5A ag: 5 | PKA-R1A activ: 0 | Mot1-301 SUMO: 13 | AddAB inh: -0.3 | PKA-R2B act: 1 | CDK5 inh: 0.2 | Tat export inh: -7

> OC1CCC(Nc2ncnc3sccc23)CC1 (stereo unspecified)
  DAGLB inhibitor: 2 | phage Ecoli inh: 0.8 | E coli growth: 0.4 | HTR5A inv ctr: -11 | HTR5A ag: 4 | PKA-R1A activ: -1 | Mot1-301 SUMO: -5 | AddAB inh: 0.7 | PKA-R2B act: 4 | CDK5 inh: -1.6 | Tat export inh: 5

> O=C(O)CC/C(=N/NC(=O)CNC(=O)c1ccc2c(c1)OCCO2)c1ccccc1
  DAGLB inhibitor: -2 | phage Ecoli inh: 2.4 | E coli growth: 1.3 | HTR5A inv ctr: 7 | HTR5A ag: -2 | PKA-R1A activ: -2 | Mot1-301 SUMO: 7 | AddAB inh: 2.2 | PKA-R2B act: 8 | CDK5 inh: -0.5 | Tat export inh: -6
